PLK1 PBD block: qHTS for Inhibitors of PLK1-PDB (polo-like kinase 1 - polo-box domain): Primary Screen. Potency, µM, for inactives: max response, negative = inhibition, hits mostly inhibitors. actives 2.8% (n = 360,000). Plk1 PBD binding of FITC phosphopeptide, fluorescence polarization. Serine/threonine-protein kinase PLK1 (Homo sapiens), P53350; further: potency means the concentration at half of the fitted maximal effect; series mostly up to about 57 µM; on the % scale 0 is the no-effect control and ±100 the full control effect; nearly all actives have a fitted effect of over 65% in size
EPAC1 antagonist: qHTS for Antagonist of cAMP-regulated guanine nucleotide exchange factor 3 (EPAC1): primary screen. EPAC1 GEF assay, Rap1b-BODIPY-GDP exchange fluorescence. Potency, µM (doses to about 115 µM), for inactives: top-dose activity change, negative = inhibition, actives largely listed as inhibitors. actives 0.14% (n = 360,000). AID 720709, 2013;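 further: potency means the concentration at half of the fitted maximal effect; plate controls were vehicle for no effect and positive control for full effect; nearly all actives have a fitted effect of over 50% in size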
Abeta yeast res: qHTS for compounds that reverse cellular toxicity of Amyloid beta (A-beta) peptide in yeast: Primary Screen | yeast expressing A-beta42, growth rescue, OD600, 48 h; response scale: 0% DMSO, 100% iron-clioquinol control | Potency, µM (top dose mostly 46.1 µM), without a hit: top-dose growth rescue, hits mostly activators | actives 0.063% (n = 410,000) | AID 1347071, 2019; further: potency means the concentration at half of the fitted maximal effect; nearly all actives have a fitted effect of over 55% in size
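Yeast A-beta toxicity model in growth medium with pinned compounds, 48 h at 30 C; growth read as absorbance at 600 nm. Normalized to FeCl3/clioquinol equimolar mix (positive) and DMSO (negative).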
FUS suppressor: qHTS for Suppressors of FUS Proteinopathy: Primary screen using FUS-linked yeast assay; S. cerevisiae FUS-expressing, growth rescue, OD600, 24 h; Potency, µM (top dose mostly 76.6 µM), inactives show at the highest dose growth rescue (activation), actives largely listed as activators; actives 0.24% (n = 390,000);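 further: potency means the concentration at half of the fitted maximal effect; plate controls were DMSO vehicle for no effect and reference control for full effect; nearly all actives have a fitted effect of over 55% in size; some results filed as inactive show a strong effect at the top dose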
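Galactose (2%) drives FUS expression in yeast precultured in raffinose; seeding density OD 0.005. Test compounds incubated 24hr at 30C and 99% humidity before absorbance at 600 nm was measured.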
WRN inhibitor: qHTS for Inhibitors of WRN Helicase. actives 0.46% (n = 360,000). WRN helicase unwinding, fluorescent forked duplex, kinetic. AID 651768, 2012. Potency, µM (highest dose often 114 µM), for inactives: at the highest dose activity change, negative = inhibition, actives largely listed as inhibitors; further: potency means the concentration at half of the fitted maximal effect; on the % scale 0 is the no-effect control and ±100 the full control effect; nearly all actives have a fitted effect of over 55% in size
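WRN at 20 nM final was preincubated with compound for 15 min at room temperature; reaction started with 100 nM forked duplex oligonucleotide carrying fluorophore and quencher plus 2 mM ATP (final). Unwinding followed kinetically by red fluorescence (ex 525/em 598 nm).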
PI5P4Ka inh: qHTS for Inhibitors of phosphatidylinositol 5-phosphate 4-kinase (PI5P4K); AID 652105, 2013; Phosphatidylinositol 5-phosphate 4-kinase type-2 alpha (Homo sapiens), P48426; actives 1.2% (n = 330,000); max response, %; PI5P4Kalpha enzyme, ADP-Glo luminescence, 60 min; active compounds read low; active means max response of -50% or lower; inconclusive means between -30% and -50%; inactive means -30% or higher; further: value at the top dose of about 77 µM; on the % scale 0 is the no-effect control and ±100 the full control effect
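ADP-Glo luminescence end-point read after a 60 min room-temperature kinase reaction of PI5P4Kalpha plus substrate, initiated with ATP at 5 microM final. Buffer: 0.038 M HEPES pH 7.4, EGTA, 0.1% CHAPS, 5% DMSO.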
IL-2 act: qHTS of IL-2 Activators; IL-2 activation reporter assay, cell-based qHTS; stimulated with anti-CD3/CD4/CD28 beads; in transgenic mouse T cells; activation, % (series mostly up to about 46 µM); actives 0.065% (n = 360,000); AID 652025, 2013; in the data active means activation above about 50%; inconclusive means mostly about 30% to 49%; further: 0% is about no effect
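First, unstimulated transgenic mouse T cells were exposed to compound for 60 min. Next, anti-CD3/anti-CD4-coated beads with anti-CD28 were added. Finally, after 18 h at 37 degrees C, EGFP and DsRed were imaged.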
EPAC1 ag: qHTS for Agonist of cAMP-regulated guanine nucleotide exchange factor 3 (EPAC1): primary screen | EPAC1 agonist qHTS, biochemical assay; response scale: 100% = response to 6.5 mM cAMP | Potency, µM (highest dose often 154 µM), without a hit: at the top dose activation, actives largely listed as activators | actives 0.073% (n = 360,000); further: potency means the concentration at half of the fitted maximal effect; nearly all actives have a fitted effect of over 60% in size
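EPAC1 100 nM, Rap1B–BODIPY-GDP 250 nM, unlabeled GDP 50 uM; compound titration; 5 min RT; kinetic read ex480/em540 at 5-min intervals ×30 min; data normalized to 6.5 mM cAMP agonist control.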
* hit, by the source's call; ? = inconclusive; · = no result given; [ ] = another dose, or the depositor's remark. Unless noted, the call rests on the fitted dose curve; in most records, active means well fitted curve in the direction sought with a large enough effect; inconclusive means small, poorly fitted or top-dose-only effect, or another doubt; inactive means no such curve, though single readings can be large; an effect the other way counts as inactive or inconclusive. Outcome played no part in choosing rows (roughly 4.1% active in at least one column).

SMILES,EPAC1 ag,IL-2 act,EPAC1 antagonist,FUS suppressor,Abeta yeast res,PI5P4Ka inh,WRN inhibitor,PLK1 PBD block
O=C(O)c1ccc(Cl)c(S(=O)(=O)N(Cc2ccccc2)c2ccc(Cl)cc2)c1,-8%,-0.2,-12%,41%,-32%,-8,-1%,30µM*
CCc1c(C)nc(N2CCN(c3ccccc3)CC2)[nH]c1=O,3%,0.5,?,-6%,-25%,0,4%,-13%
CCS(=O)(=O)Nc1c(C)n(C)n(-c2ccccc2)c1=O,-2%,-0.4,-1%,5%,7%,·,-5%,-7%
COc1ccc(N/N=C(/N=Nc2nc(C)cc(=O)[nH]2)c2ccccc2)cc1,10%,-0.6,6%,16%,-21%,-1,-5%,-9%
COc1ccccc1NC1=NC(C)(C)N=C(N)N1,2%,1.0,0%,0%,-1%,4,1%,-7%
O=C(NCc1cc([N+](=O)[O-])ccc1O)c1cccnc1Sc1ccccc1Cl,4%,-1.0,-6%,11%,-5%,1,-5%,-25%
CCCCNC(=O)N1CCc2ccccc2C1,7%,1.5,12%,·,11%,-7,-15%,30µM*
O=S1(=O)CCN(Cc2ccc(Cl)c(Cl)c2)CC1,0%,-0.1,-2%,-18%,10%,-4,-14%,-4%
O=C(Nc1ccc(C(=O)c2ccc(C(=O)O)c(C(=O)O)c2)cc1)c1ccccc1,1%,-0.5,-8%,2%,-7%,-9,-1%,-12%
CC1CCCC(NC(=S)Nc2cccc(S(=O)(=O)N(C)C)c2)C1C (centres undefined),1%,-2.8,-10%,-5%,14%,0,-11%,-13%
O=C(CCC(=O)N1CCOc2ccccc21)NCCCN1CCCCC1,2%,-2.0,4%,-20%,10%,-2,-3%,-11%
COC(=O)c1ccc(NC(=O)CSc2nc3cccnc3n2C)cc1,-1%,-0.4,6%,4%,9%,-2,4%,?
Cc1ccc(C[n+]2cccc(-c3ccccc3)c2)c(C)c1,-7%,-1.0,-2%,-8%,-18%,-7,30%[57.1 µM],-9%
CCOC(=O)C1=CN(Cc2ccco2)S(=O)(=O)N(C)C1c1cccc(OC)c1 (centres undefined),-5%,-0.1,-14%,15%,-16%,0,-6%,-17%
O=C(CNc1ccccc1)NN=C1CCCC1,1%,-0.6,-18%,24%,0%,0,-18%,-4%
N#CCCCCN1CCCC1,-7%,0.3,-10%,-5%,4%,17,-8%,5%
O=C(NC1CCCCC1)N(CCN1CCOCC1)Cc1cc2cc3c(cc2[nH]c1=O)OCCO3,2%,0.0,4%,22%,3%,·,5%,-7%
O=C(c1ccc(Cl)c(S(=O)(=O)N2CCOCC2)c1)N(Cc1nnc(-c2ccccc2Cl)o1)C1CC1,1%,-5.6,-12%,13%,18%,4,0%,1%
Nc1ccn(Cc2cccc(Cl)c2)n1,3%,1.1,-9%,?,-14%,0,-24%,-17%
O=Cc1cn(CCC(=O)O)nc1-c1cccc(Br)c1,3%,-2.8,4%,24%,-3%,-3,-4%,-8%
CC1CCCN(C(=O)c2nn(C)c3c2CS(=O)(=O)c2ccccc2-3)C1 (centres undefined),-1%,-3.4,20%,-1%,-7%,15,-1%,-14%
COc1ccccc1NS(=O)(=O)c1cn(C)cn1,-6%,-0.2,11%,-8%,-9%,7,0%,-1%
COc1ccc(N(C)S(=O)(=O)c2cccc(C(=O)Nc3cccc(C(=O)NC4CC4)c3)c2)cc1,12%,-5.9,-14%,·,0%,-14,-19%,-2%
COc1cccc(-c2nc(CS(=O)CC(=O)O)c(C)o2)c1 (centres undefined),-1%,0.6,-4%,-24%,-12%,7,0%,-13%
O=C(c1ccc(Cl)cc1)[C@@H]1[C@@H]2C(=O)N(c3ccccc3)C(=O)[C@@H]2C2c3ccccc3C=NN21 (some centres undefined),1%,0.2,-11%,43%,21%,-1,-17%,-8%
Cc1cc(C)c2c(Cn3ccnc3)cc(=O)oc2c1,-10%,0.5,-8%,-23%,-10%,-3,3%,-1%
c1ccc(-c2cn3nc(-c4ccccc4)c(-c4ccccc4)nc3n2)cc1,?,-0.8,26%,34%,-1%,·,-7%,27µM*
COc1ccccc1N(C)S(=O)(=O)c1ccc(C(=O)OCC(=O)N(C(C)C)C(C)C)cc1,-7%,-2.3,-25%,36%,-3%,0,-2%[57.1 µM],-15%
COc1ccccc1NC(=O)CN(c1ccccc1OC)S(=O)(=O)c1ccccc1,21%,0.9,-5%,35%,0%,11,-7%,-4%
CCN1CCN(c2ccc(NC(=O)COc3ccc(Cl)cc3C)cc2)CC1,12%,0.1,7%,-4%,-11%,6,1%,-7%
Cn1ccnc1SCC(=O)Nc1cccc(O)c1,10%,?,3%,3%,-2%,·,-25%,2%
COC(=O)[C@@H](Cc1ccccc1)NC(=O)/C=C/[C@H]1O[C@@H](n2cnc3c(NC(=O)c4ccccc4)ncnc32)[C@H](O)[C@@H]1O,0%,0.0,4%,8%,-15%,-1,0%,-13%
CN(CC(=O)NCc1ccccc1Cl)CC(=O)Nc1ccccc1Br,-6%,1.4,-3%,13%,3%,-4,1%,-11%
CCOC(=O)CN1N=C(/C=C/c2ccc(C(C)C)cc2)CCC1=O,6%,0.6,-17%,33%,20%,3,8%,-4%
COc1ccc(-c2csc(NC(=O)CSc3nc(C)nc4sc(C(=O)O)c(C)c34)n2)cc1,0%,0.6,-10%,6%,2%,?,?,19µM*
CCC(C)[C@H](NC(=O)Nc1ccc(S(N)(=O)=O)cc1)C(=O)OC (some centres undefined),7%,0.7,-5%,36%,-7%,-2,-4%,-8%
CC(C)c1cc(-c2cc(-c3ccc(Cl)cc3)on2)nc(NCC2CC2)n1,-5%,-0.1,-18%,-17%,5%,4,7%,-2%
O=C(CNS(=O)(=O)c1ccc(F)cc1)N1CCCCCC1,3%,0.3,0%,-9%,0%,-21,1%,?
COc1cc2c(cc1OC)[C@@H]1Cc3cc4c(cc3[C@H](C2)N1C)OCO4,8%,1.9,4%,-11%,5%,-3,5%,-7%
Cc1cccc(NC(=O)CCN2CCOCC2)c1,-1%,0.1,-12%,-2%,3%,0,-11%,-4%
Cc1ccc(-c2nc(C)sc2CC(=O)OCC(=O)Nc2c(F)cccc2F)cc1,11%,-2.2,-23%,-3%,-6%,-2,2%,-11%
CCOC(=O)c1cc2c(c(CCO)n1)[C@@H](CCO)N(S(=O)(=O)C(C)(C)C)C2,-5%,-0.3,-1%,-7%,-2%,-5,2%,1%
O=C(NCCS(=O)(=O)N1CCN(c2ccccc2F)CC1)c1ccc(Br)cc1,0%,-4.0,22%,-6%,1%,6,-9%,-22%
CCC(CC)C(=O)N(C)c1c(C)nc2c(OCc3cccc(OC)c3)cccn12,-9%,0.2,-15%,-7%,-6%,1,2%[57.1 µM],-7%
CC(=O)c1ccc(-c2cnc3c(NC=O)cc(-c4ccc(C(=O)N5CCOCC5)cc4)cn23)cc1,15%,-0.4,1%,29%,-7%,?,4%[57.1 µM],-21%
O=C(/C=C/c1ccc2ccccc2n1)N1CCN(S(=O)(=O)c2ccc(F)cc2)CC1,6%,-0.2,-6%,?,6%,?,-3%,4%
COc1cc(CC(=O)NCc2ccccn2)cc(OC)c1OC,0%,0.0,2%,-3%,-11%,-6,-12%,-2%
COc1ccc(NC(=O)C(=O)NNC(=O)C(C)Oc2ccc(Cl)cc2Cl)cc1 (centres undefined),3%,-0.4,-10%,-10%,-15%,-1,0%,-13%
O=C(Cn1nnc(-c2ccccc2)n1)NC(=O)NC1CCCC1,3%,-2.1,-1%,·,9%,4,0%,3%
CC(C)c1cc(C(=O)NC2CCCc3c2cnn3-c2ccccc2F)no1 (centres undefined),1%,-1.0,-2%,8%,-18%,2,8%,-10%

The results go on:
SMILES,EPAC1 ag,IL-2 act,EPAC1 antagonist,FUS suppressor,Abeta yeast res,PI5P4Ka inh,WRN inhibitor,PLK1 PBD block
S=C(Nc1ccc(Br)cc1Cl)N1CCCC1,7%,0.1,-2%,·,-1%,3,-17%,0%
CCOc1ccc(NS(=O)(=O)c2ccc(C)c(C(=O)NCCCn3ccnc3)c2)cc1,11%,-0.5,-1%,19%,-13%,-2,-6%,-4%
O=C(C1CCCN(c2ncnc3c2nc2n3CCCCC2)C1)N1CCN(c2ccccc2)CC1 (centres undefined),-10%,0.4,-17%,-8%,-3%,3,1%,-5%
CCCOC(=O)c1ccc(NC(=O)C(=O)NCCN(CC)CC)cc1,-2%,-0.8,-16%,-18%,-3%,-5,1%,1%
O=C(ONC(=O)C1CCCCC1C(=O)NOC(=O)c1ccccc1)c1ccccc1 (centres undefined),-3%,-0.4,3%,-6%,2%,3,1%[11.6 µM],-1%
O=C(COc1cccc2ccccc12)N1c2ccccc2CCc2ccccc21,13%,-3.7,-9%,30%,6%,11,-12%,0%
COc1cc(/C=N/NC(=O)CCC(=O)Nc2ccc(C)cc2)ccc1O,5%,-2.8,-12%,-11%,-17%,2,-19%[57.1 µM],-1%
Cn1nc(C(F)(F)F)c(-c2cccc(C(F)(F)F)c2)c1NC(=O)c1nccnc1C(=O)O,-8%,-2.2,4%,16%,-5%,1,-3%,-6%
C[C@@H]1CN([C@@H](C)CO)C(=O)CCCn2nncc2CO[C@H]1CN(C)C(=O)c1ccccc1,-3%,-0.2,3%,-28%,1%,1,-3%,-21%
COc1ccc(CCN(C)C(=O)CSc2nnc(C3CC3)n2N)cc1OC,2%,-2.2,1%,-3%,11%,-5,7%,?
CCN(CC(=O)Nc1ccccc1C(F)(F)F)C(=O)CCOc1ccccc1C,45µM*,-1.1,-15%,6%,-1%,0,3%,-2%
